Wee1 stabilizer – Wee1 degradation inhibitors, primary screen, cell-based, HeLa, Wee1K328M-luciferase, luminescence | reporter increase, % at 5 µM | AID 1321, 2008 | 1.2% of 220,000 active | Wee1-like protein kinase (Homo sapiens), P30291 | HeLa Luc-Wee1K328M stability; 100% = proteasome inhibitor MG132 effect;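 active means activation above the mean of all tested compounds plus 3 SD, set per screening run, cut at about 8.8% in these data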;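 further: cells exposed to compound for 20 h before luminescence read; 0% = DMSO alone and 100% = MG132 at 30 µM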
Target sequence (P30291 whole entry K328M): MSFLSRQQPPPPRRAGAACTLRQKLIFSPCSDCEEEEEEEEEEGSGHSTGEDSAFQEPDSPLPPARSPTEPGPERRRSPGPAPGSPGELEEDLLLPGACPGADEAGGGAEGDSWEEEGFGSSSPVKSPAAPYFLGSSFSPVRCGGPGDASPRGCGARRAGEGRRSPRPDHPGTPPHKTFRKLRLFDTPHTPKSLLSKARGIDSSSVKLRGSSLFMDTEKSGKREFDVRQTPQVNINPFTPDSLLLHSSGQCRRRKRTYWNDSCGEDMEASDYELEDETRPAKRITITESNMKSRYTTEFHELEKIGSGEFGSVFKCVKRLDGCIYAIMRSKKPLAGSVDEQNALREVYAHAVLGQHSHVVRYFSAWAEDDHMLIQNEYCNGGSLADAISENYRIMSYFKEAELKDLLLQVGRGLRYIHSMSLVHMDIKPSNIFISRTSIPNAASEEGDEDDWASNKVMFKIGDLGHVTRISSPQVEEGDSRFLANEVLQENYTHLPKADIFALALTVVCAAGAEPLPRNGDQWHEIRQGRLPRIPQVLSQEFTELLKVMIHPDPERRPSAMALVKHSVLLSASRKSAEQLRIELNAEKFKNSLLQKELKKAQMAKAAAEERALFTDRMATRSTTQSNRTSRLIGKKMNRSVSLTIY
eIF4E 4G PPI – eIF4E–eIF4G protein interaction inhibitors, primary screen, biochemical, uHTS, TR-FRET, eIF4GI fragment. 0.37% of 220,000 active. inhibition, % at 21.7 µM. TR-FRET eIF4E-eIF4GI(517-606) binding, 2 h. Eukaryotic translation initiation factor 4E (Mus musculus) + Eukaryotic translation …;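 active means inhibition above about 30%, limit read from the data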;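 further: 0% = full FRET control wells and 100% = background wells lacking eIF4GI fragment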
NPY-Y2 PAM-ag – NPY-Y2 potentiators or agonists, primary screen, cell-based. cells expressing NPY-Y2, potentiator/agonist read-out. 0.45% of 220,000 active. AID 1359, 2008. activation, % at 3.6 µM. Neuropeptide Y receptor type 2 (Homo sapiens), P49146; in the data active means activation above about 27%;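 further: cells stimulated with NPY near EC25 plus isoproterenol at EC100; 0% = vehicle plus submaximal agonist and 100% = vehicle plus saturating agonist; some results beyond the cut were filed as inactive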
BaF3 parental – parental Ba/F3 cell viability inhibition, counter-screen for JAK2V617F inhibitor project, murine pro-B, CellTiter-Glo luminescence; CellTiter-Glo ATP luminescence; inhibition, % at 5.6 µM; 1.1% of 220,000 active; AID 1486, 2009;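 active means inhibition above a per-campaign cutoff, the mean inhibition of all tested compounds plus 3 SD, cut at about 27% in these data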;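 further: 0% = DMSO wells and 100% = JAK Inhibitor I control wells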
S1P4 antagonist – S1P4 receptor antagonists, primary screen, cell-based. Sphingosine 1-phosphate receptor 4 (Homo sapiens), O95977. S1P4-expressing cells, antagonist mode, reporter read-out. inhibition, % at 4.98 µM. 0.26% of 220,000 active; in the data active means inhibition above about 29%;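 further: 0% = wells stimulated with agonist and 100% = vehicle wells without agonist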
S1P4 ag – S1P4 receptor agonists, primary screen, cell-based | Sphingosine 1-phosphate receptor 4 (Homo sapiens), O95977 | S1P4-expressing cell line, agonist reporter assay | activation, % at 4.98 µM | 0.35% of 220,000 active | AID 1509, 2009; in the data active means activation above about 11%;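 further: 0% = DMSO vehicle and 100% = reference agonist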
Ba/F3 V617F tox – reduced viability of JAK2V617F-dependent Ba/F3 cells, primary screen, JAK2V617F inhibitor project, cell-based, Ba/F3 EpoR-JAK2V617F, luminescence. ATP luminescence. inhibition, % at 5.6 µM. 1.1% of 220,000 active. AID 1446, 2008;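 active means inhibition above the campaign mean plus 3 SD over all tested compounds, cut at about 24% in these data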;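 further: cytokine-independent growth of Ba/F3 cells driven by EpoR plus mutant JAK2; 0% = DMSO-treated cells and 100% = JAK inhibitor I control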
PERK inh – block of dimerizer-induced PERK translation repression, primary screen, PERK inhibitor project, CHO PERK-DD cells, SEAP luminescence, HTS | inhibition, % at 5.6 µM | 0.17% of 220,000 active | CHO PERK-DD fusion, SEAP luminescence translation reporter | Eukaryotic translation initiation factor 2-alpha kinase 3 (Homo sapiens), Q9NZJ5;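 active means inhibition above the mean inhibition of all tested compounds plus 3 SD, set separately per screening campaign, cut at about 2.9% in these data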;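 further: PERK kinase domain activated by AP20187 dimerizer at 100 nM; 0% = DMSO with dimerizer and 100% = rapamycin at 8.4 µM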
Mdm2 ligase inh – MDM2-luciferase reporter signal enhancers, primary screen, MDM2 E3 ligase inhibitor project, cell-based, luminescence, 1536-well | E3 ubiquitin-protein ligase Mdm2 (Homo sapiens), Q00987 | cell-based MDM2 ubiquitination luciferase reporter, 2 h; 0 = plate control, 100 = twice control, blank-subtracted | signal enhancement, % at 5 µM | 0.11% of 210,000 active | AID 1230, 2008;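 active means signal enhancement of 30% or more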;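 further: luminescence tracks abundance of the self-degrading MDM2-luciferase fusion protein; higher signal means inhibition of MDM2 E3 ligase activity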
Target sequence (Q00987 whole entry, looked up, the tested form may be a part): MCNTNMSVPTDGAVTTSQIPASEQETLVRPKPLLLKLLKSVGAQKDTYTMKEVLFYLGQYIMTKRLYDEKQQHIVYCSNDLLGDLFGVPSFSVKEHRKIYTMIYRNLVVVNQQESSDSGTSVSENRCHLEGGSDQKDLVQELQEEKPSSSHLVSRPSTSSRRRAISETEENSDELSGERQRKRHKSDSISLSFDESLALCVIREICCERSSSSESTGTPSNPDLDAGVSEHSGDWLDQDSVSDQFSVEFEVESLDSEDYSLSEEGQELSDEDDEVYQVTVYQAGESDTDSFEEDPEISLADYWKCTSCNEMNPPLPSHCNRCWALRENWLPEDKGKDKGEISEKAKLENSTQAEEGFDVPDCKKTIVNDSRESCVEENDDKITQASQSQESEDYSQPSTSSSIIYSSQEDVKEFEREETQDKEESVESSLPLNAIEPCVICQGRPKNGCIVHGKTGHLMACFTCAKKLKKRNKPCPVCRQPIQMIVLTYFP
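Assay system: stable mammalian line carrying autodegrading MDM2–luciferase fusion reporter; Input: 2000 cells in each well; Compound dosing: single-point 5 µM; Schedule: 2 h compound exposure at 37 °C; Signal: SteadyLite luciferase luminescence after 15 min room-temperature reagent incubation; Evaluation: % luminescence enhancement versus blank-corrected plate control mean; Benchmarks: plate controls and plate blanks.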
Active calls of the source: *; . = no result given; [ ] = remark or other dose.

SMILES	Wee1 stabilizer	eIF4E 4G PPI	NPY-Y2 PAM-ag	BaF3 parental	S1P4 antagonist	S1P4 ag	Ba/F3 V617F tox	PERK inh	Mdm2 ligase inh
Cc1c(C(=O)O)sc(=S)n1-c1ccccc1	-3	4	-6	-1	-3	-2.0	-4	0.8	-16
Cc1cc(/C(N)=N/OC(=O)c2ccccc2Cl)no1	1	1	-26	-1	0	-0.9	-4	0.9	-64
COCCn1nnnc1C(c1cc2ccc(OC)cc2[nH]c1=O)N1CCc2ccccc2C1 (stereo not drawn)	-1	-2	-4	-1	2	-0.3	-2	0.1	-11
CCCn1cc(S(=O)(=O)CC(=O)N2CCc3ccccc32)c2ccccc21	7	-5	14	6	-9	0.3	-2	-0.9	5
O=C(O)c1ccc(N2CCS(=O)(=O)CC2)cc1	4	3	16	3	-1	0.7	-2	0.1	-15
O=C(Cn1nnc(-c2ccccc2Cl)n1)NCc1ccc2c(c1)OCO2	-1	3	-32	3	-11	0.6	-1	-0.3	.
COc1cc(NC(=O)COC(=O)/C=C/c2ccc(O)c(OC)c2)cc(OC)c1	-1	0	-17	5	-7	-1.8	1	0.2	-18
COCCCNC(=O)c1ccc(CN2CCc3ccccc3C2)cc1	-2	1	-5	10	10	1.1	-1	0.4	-2
COC(=O)c1c(C)oc(C)c1S(=O)(=O)NCc1cccs1	-3	0	0	-1	13	1.9	0	1.2	-13
N#CCSc1nc2c(c(=O)n1Cc1ccccc1)C1(CCCC1)Cc1ccccc1-2	-1	1	-3	2	1	-0.5	-5	0.5	-12
CCOc1cc2nc(-c3ccc(OC)c(OC)c3)nc(N3CCOCC3)c2cc1OC	0	2	7	-1	-8	-2.0	-2	-1.1	-1
COC(=O)c1ccc2c(=O)n(CCCCCC(=O)NC(C)C)c(=O)[nH]c2c1	-2	4	7	3	6	0.8	0	0.9	25
CC1CCCC(NC(=O)Cn2cc3c(n2)CCCCC3)C1C (stereo not drawn)	-1	-5	-6	7	-4	-1.0	-2	-0.1	-9
CCN(CC)S(=O)(=O)c1ccc(N/N=C(\C)c2ccc3c(c2)OCO3)c([N+](=O)[O-])c1	-1	-1	6	7	6	0.7	3	0.2	-3
Cc1ccc2ncnc(Oc3ncccc3NC(=O)C(C)(C)C)c2c1	2	1	-23	-1	-9	0.3	-2	1.5	-22
Cc1[nH]c2ccccc2c1/C=N/Nc1ccc(F)cc1F	2	5	-1	9	-1	1.1	-3	-0.6	.
N#Cc1ccccc1CSC1=NCCS1	1	3	-3	5	-1	1.1	-3	0.8	-6
O=C(C1=C[C@H](c2coc3ccccc3c2=O)C[C@H](OCc2ccc(CO)cc2)O1)N1CCN(Cc2ccc3c(c2)OCO3)CC1	4	1	-13	0	-1	-0.1	4	0.2	.
O=c1[nH]c2cc(NCCO)c([N+](=O)[O-])cc2[nH]1	3	0	-6	-3	5	0.2	-2	1.3	-6
COCC(C)NC(=O)CSc1nc2nn(-c3ccccc3)c(=O)c-2c2n1CCCCC2 (stereo not drawn)	0	3	4	3	-17	-0.2	0	-0.2	5
O=C(C1=C[C@@H](c2ccc(C(F)(F)F)cc2)C[C@@H](OCc2ccc(CO)cc2)O1)N1CCN(Cc2ccccc2)CC1	3	6	-9	-1	11	-0.7	3	0.5	.
COc1ccccc1N1CCN(C(=O)CCCCCn2c(=O)[nH]c3ccsc3c2=O)CC1	-2	-4	1	3	2	1.6	-3	0.0	-9
COc1ccc(NC(=O)c2cccc(NC(=O)c3ccco3)c2)c(OC)c1	1	8	-29	8	-5	-0.9	6	-0.6	-12
O=C(NC1CCCCC1)N(C1=NCCCCC1)c1ccc(Br)cc1	-1	1	-4	6	-24	3.2	1	0.5	-11
Cc1cccc(NC(=O)c2ccc(N(C)C3CCCCC3)c([N+](=O)[O-])c2)n1	1	5	-11	3	2	2.8	0	-0.5	-4

For reference, two of the compounds above.
SMILES	Wee1 stabilizer	eIF4E 4G PPI	NPY-Y2 PAM-ag	BaF3 parental	S1P4 antagonist	S1P4 ag	Ba/F3 V617F tox	PERK inh	Mdm2 ligase inh
O=C(NC1CCCCC1)N(C1=NCCCCC1)c1ccc(Br)cc1	-1	1	-4	6	-24	3.2	1	0.5	-11
Cc1cccc(NC(=O)c2ccc(N(C)C3CCCCC3)c([N+](=O)[O-])c2)n1	1	5	-11	3	2	2.8	0	-0.5	-4

More entries follow.
SMILES	Wee1 stabilizer	eIF4E 4G PPI	NPY-Y2 PAM-ag	BaF3 parental	S1P4 antagonist	S1P4 ag	Ba/F3 V617F tox	PERK inh	Mdm2 ligase inh
OC(Cn1cncn1)(c1ccccc1)c1ccccc1	-2	.	2	3	-5	1.2	-1	1.1	-68
COCCn1c(SCC(=O)Nc2nnc(C)s2)nnc1-c1ccco1	0	0	8	1	-2	0.4	1	-0.1	-5
COc1ccc(CC(=O)Nc2ccc(-c3cn4ccccc4n3)cc2)cc1	0	-5	-9	3	-35	1.8	-3	-2.1	0
CCC(=O)Nc1cc2c(C)cc(=O)oc2cc1C	0	-1	3	3	1	-2.5	-1	0.5	-13
C=CCn1c(COc2ccc(F)cc2)nnc1SCC(=O)NC(=O)NCc1ccco1	1	6	8	4	-6	-1.5	-2	0.4	1
CCN1CCN(c2nc3ccccn3c(=O)c2/C=C(\C#N)S(=O)(=O)c2ccccc2)CC1	2	-4	10	1	3	1.6	-1	-0.8	-14
CCOC(=O)c1nn(-c2ccc(C)cc2)c(=O)c2c(N)scc12	-1	1	8	2	-24	1.4	-2	0.4	-9
COCCn1c(-c2ccc(Br)cc2)csc1=Nc1cccnc1	-2	6	17	6	3	0.8	-2	0.8	-11
Cn1c(SCc2ccccc2)nnc1-c1ccncc1	-1	1	-7	6	-7	1.2	-2	0.9	-9
CCC1CCC(c2nnc(-c3ccc(Br)cc3)o2)CC1 (stereo not drawn)	1	3[fluorescence artefact?]	-10	1	-6	-0.1	1	0.6	-8
CCOC(=O)/C(C#N)=C/c1c(Oc2cccc(C)c2)nc2ccccn2c1=O	5	2	8	3	6	-2.0	-1	0.9	-2
COc1ccc(CCN2CC(C#N)=C3c4cc(OC)c(OC)cc4CCN3C2)cc1OC	1	3[fluorescence artefact?]	-8	11	-13	0.9	1	0.0	-14
O=C(CCC(=O)c1cccs1)Nc1ccc(F)c(F)c1F	5	-13	-8	5	-4	-2.1	1	1.5	-18
Cc1ccc(NC(=O)N2CCC(c3nc4c(nnn4Cc4c(F)cccc4Cl)c(=O)[nH]3)CC2)cc1	1	1	3	6	-6	-4.3	-1	0.4	-12
CCCC(=O)Nc1ccccc1N1CCN(C(=O)C(C)C)CC1	-1	-2	18	0	-2	0.3	-1	0.1	-6
COc1ccc(-n2c(O)c(/C=N/NS(=O)(=O)c3cc(C)ccc3C)c3ccccc3c2=O)cc1OC	3	16	6	5	-11	-0.9	2	0.6	12
O=C1COc2ccc(C(=O)c3ccccc3)cc2CN1	-2	-3	9	3	-30	0.8	0	0.9	-8
Cc1ccc([N+](=O)[O-])cc1N(CC(=O)NC1CCCC1)S(C)(=O)=O	-3	2	2	2	-5	-2.1	-4	0.9	1
CCCCC(C(=O)NC(=O)NCc1ccccc1)N1C(=O)c2ccccc2C1=O (stereo not drawn)	0	0	6	-1	4	-4.0	-2	-0.4	-7
CCOC(=O)C1CCN(C(=O)c2cccnc2)CC1	0	-2	4	2	-1	2.6	-2	0.8	-9
CCOc1ccccc1-c1nc(CN(Cc2cnn(C)c2)C(C)C)c(C)o1	-1	2	-18	4	-11	-0.3	-1	0.8	-3
O=C(CSc1nnc2ccccn12)NCCc1ccc(Cl)cc1	-2	1	3	1	3	0.8	-1	-0.6	3
CC(Oc1ccc(Cl)cc1Cl)C(=O)NN=C1CCN(C)CC1 (stereo not drawn)	-3	5	10	-1	0	0.2	1	1.6	4
COc1cccc(C(=O)NNC(=O)c2sccc2-n2cccc2)c1	4	0	-2	1	-24	0.3	-1	0.0	0
COc1ccc(C2CC(=O)NC3=C2C(=O)CCC3)cc1Cl (stereo not drawn)	1	6	-22	7	-8	0.4	4	0.3	-15

Remaining list, next part
SMILES	Wee1 stabilizer	eIF4E 4G PPI	NPY-Y2 PAM-ag	BaF3 parental	S1P4 antagonist	S1P4 ag	Ba/F3 V617F tox	PERK inh	Mdm2 ligase inh
O=C(NNc1nc2ccccc2nc1C(F)(F)F)c1ccccc1	-1	-6	0	3	5	-3.9	6	-1.9	-13
C=C(C)CNC(=S)N/N=C/c1ccc(NC(C)=O)cc1	2	3	0	2	-11	2.4	2	-0.7	1
CCN(Cc1ccccc1)S(=O)(=O)c1ccc(C(=O)N2CCN(c3nc4ccccc4s3)CC2)cc1	-4	-2[fluorescence artefact?]	-8	1	-19	0.2	-1	-0.1	3
CC(C)CN(C)C(=O)CCc1nnc(Cc2cccc(C(F)(F)F)c2)o1	-1	-1	-1	-1	-4	1.8	-3	0.1	-7
COc1ccc(C2=CC(c3ccc(OC)c(OC)c3)n3nnnc3N2)c(OC)c1 (stereo not drawn)	-1	2	-1	2	-10	2.0	-3	-1.1	6
CC(=O)N1CCN(c2c(F)c(F)c(C(F)(F)F)c(F)c2F)CC1	1	1	-9	5	-6	0.1	2	0.7	-1
COC(=O)c1cc(C(=O)NCCN2C(=O)S/C(=C\c3cccs3)C2=O)cc([N+](=O)[O-])c1	-1	-1[fluorescence artefact?]	-8	5	-12	0.4	0	0.2	.
CCCOC(=O)c1cccc(Nc2nc(-c3cccnc3)nc3ccccc23)c1	1	17[fluorescence artefact?]	6	3	-6	1.8	2	-0.4	6
COc1ccc(OC)c(C2C(C#N)=C(N)Oc3cc(C)[nH]c(=O)c32)c1 (stereo not drawn)	2	0[fluorescence artefact?]	2	3	1	0.4	-3	0.1	-11
O=[N+]([O-])c1ccccc1/C=N/N1CCN(c2ccccn2)CC1	-1	-2	-1	3	-28	0.7	0	0.1	-25
O=C(Nc1nc2c(s1)C(=O)CCC2)c1ccccc1	-1	3	5	2	4	0.6	2	0.9	-35
CCn1c(=O)c(C)nn2c3ccccc3nc12	3	-13	1	-3	-9	-0.8	-7	1.3	-11
O=C(O)C1C2C=CC3(CN(Cc4ccco4)C(=O)C13)O2 (stereo not drawn)	3	4	3	7	-27	-0.9	-1	1.2	-16
O=C(CCN1CCN(CCO)CC1)Nc1ccc(F)c(F)c1	2	-2	9	4	-8	0.7	0	1.2	-2
COc1cc(C)ccc1OCCOCCOc1ccc([N+](=O)[O-])cc1	4	3[fluorescence artefact?]	-17	8	-24	-2.5	3	0.4	-11
CCN(CC)CCCNC(=O)c1cc2c(=O)n(C)c3ccccc3c2n1C	-2	2	0	2	-1	-0.3	-1	-1.4	-8
COc1cc(NC(=O)c2cc3sccc3n2C)cc(OC)c1	9.0*	-3	-12	1	-7	-1.9	-1	-1.1	-7
